Screening data (PubChem)
p53null 32C kill = p53 null cell cytotoxicity, permissive temperature; 55,000 compounds, 0.62% hits; Potency, µM (top dose mostly 46.1 µM), without a hit: at the top dose activity change, negative = cytotoxicity, usual class: cytotoxic; H1299-neo p53 null cells, ATP luminescence, 24 h, 32C;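 also: potency is read from the fitted curve at half-maximal effect; 0% = DMSO only and -100% = full killing by 100 µM tamoxifen; nearly all actives have a fitted effect of over 55% in size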
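Overnight 37C seeding (600 cells/well) of H1299-neo preceded a 24 hr, 32C exposure to compounds up to 46 uM. ATP levels, read by luminescence after 20 min at RT, indicated surviving cells.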
PTAP-TSG101 blk = TSG101-PTAP interaction inhibition, HIV-1 budding; Q99816; 44,000 tested, under 10 active; Fluorescence polarization, FITC-PTAP peptide/Tsg101, 20 min; AID 1347069; Potency, µM (highest dose often 115 µM), for the others: at the top dose activity change, negative = inhibition, most hits filed as inhibitors; also: potency is read from the fitted curve at half-maximal effect; 0% is about no effect
Target sequence (Q99816 whole entry, looked up): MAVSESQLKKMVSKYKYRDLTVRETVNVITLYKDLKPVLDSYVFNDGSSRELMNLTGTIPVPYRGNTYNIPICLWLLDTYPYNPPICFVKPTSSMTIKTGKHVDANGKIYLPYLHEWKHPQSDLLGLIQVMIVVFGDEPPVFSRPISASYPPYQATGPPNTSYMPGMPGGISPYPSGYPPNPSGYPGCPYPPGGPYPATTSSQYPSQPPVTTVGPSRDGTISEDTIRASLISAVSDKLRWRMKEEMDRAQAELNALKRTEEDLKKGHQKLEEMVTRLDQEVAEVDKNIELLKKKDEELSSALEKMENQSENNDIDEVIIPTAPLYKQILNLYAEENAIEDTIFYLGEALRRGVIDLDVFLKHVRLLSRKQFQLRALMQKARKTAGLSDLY
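FITC-labeled PTAP peptide (50 nM final) binding to Tsg101 binding domain (10 uM final) read by fluorescence polarization after 20 min at r.t. in HEPES pH 7.5 buffer. Actives by CRC class, <25 µM.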
p53null 39C kill = kills p53 null cells at the nonpermissive temperature; H1299 p53-null (neo) cells, 39C, ATPlite viability, 24 h; Potency, µM (series often up to 46.1 µM), for the others: at the top dose activity, negative = cell killing, usual class: cytotoxic; 55,000 compounds, 0.97% hits; AID 904;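 also: potency is read from the fitted curve at half-maximal effect; 0% = DMSO only and -100% = full killing by 100 µM tamoxifen; nearly all actives have a fitted effect of over 50% in size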
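Cells seeded at 600/well, 37C overnight. Compound added (up to 46 uM), plates shifted to 39C for 24 hr. ATPlite added, luminescence read after 20 min at room temperature.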
FH mod = Identification of activators of human fumarate hydratase by quantitative high-throughput screening; Fumarate hydratase, mitochondrial (Homo sapiens), P07954; FH coupled MDH/diaphorase resazurin fluorescence, 15 min; Potency, µM (top dose mostly 79.9 µM), for the others: at the top dose activity change, negative = inhibition, usual class: inhibitors; 54,000 compounds, 0.22% hits; AID 1347055, 2019; also: potency is read from the fitted curve at half-maximal effect; % is scaled to controls: 0 for no effect and ±100 for the full control effect; the screen sought activators but most active calls are inhibition curves; nearly all actives have a fitted effect of over 45% in size
B2AR arrestin ag = ADRB2 beta-arrestin recruitment. P07550. HTLA Tango cells, beta-arrestin recruitment, luciferase luminescence, 18 h. Potency, µM (highest dose often 46.1 µM), inactives show at the top dose activation, most hits filed as activators. 44,000 tested, under 10 active. AID 1347077;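 also: potency is read from the fitted curve at half-maximal effect; 0% = DMSO and full agonism = EC100 isoproterenol or metaproterenol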
Target sequence (P07550 whole entry, looked up): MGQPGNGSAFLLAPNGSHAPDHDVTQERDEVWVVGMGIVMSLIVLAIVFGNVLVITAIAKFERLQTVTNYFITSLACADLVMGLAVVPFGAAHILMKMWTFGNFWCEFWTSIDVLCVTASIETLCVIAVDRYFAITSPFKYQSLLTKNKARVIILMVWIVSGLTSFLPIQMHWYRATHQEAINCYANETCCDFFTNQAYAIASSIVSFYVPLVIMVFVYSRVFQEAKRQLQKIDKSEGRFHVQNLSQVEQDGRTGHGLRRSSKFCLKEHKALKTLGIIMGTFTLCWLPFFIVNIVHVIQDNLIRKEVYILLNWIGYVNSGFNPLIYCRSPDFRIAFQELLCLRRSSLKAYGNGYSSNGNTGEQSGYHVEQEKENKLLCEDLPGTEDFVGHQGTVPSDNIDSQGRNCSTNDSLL
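Receptor–beta-arrestin recruitment read by tTA-responsive luciferase: compound titrations (up to 46 µM) incubated 18 h with Tango cells, then luminescent substrate 15 min at room temperature. Concentration-response fits classified by r2, efficacy and activity.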
NTMT1 inhibitor = blocks human N-terminal methyltransferase 1 activity. 59,000 compounds, 2.5% hits. Potency, µM (highest dose often 114 µM), without a hit: at the top dose activity change, negative = inhibition, actives largely listed as inhibitors. NTMT1 MTase-Glo SAH luminescence, purified enzyme;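 also: potency is read from the fitted curve at half-maximal effect; plate controls were DMSO vehicle for no effect and no enzyme for full effect; nearly all actives have a fitted effect of over 65% in size; many of its hits are not listed in these tables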
Target sequence (Q9BV86 whole entry, looked up): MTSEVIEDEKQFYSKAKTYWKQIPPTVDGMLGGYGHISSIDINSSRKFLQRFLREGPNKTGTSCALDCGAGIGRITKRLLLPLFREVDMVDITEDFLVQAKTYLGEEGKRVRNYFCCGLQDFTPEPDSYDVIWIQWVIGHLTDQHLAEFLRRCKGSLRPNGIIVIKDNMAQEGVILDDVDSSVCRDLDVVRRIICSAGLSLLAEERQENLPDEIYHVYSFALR
GALK inh = inhibitors of human galactokinase (GALK); P51570; recombinant GALK, Kinase-Glo ATP luminescence, 1 h; Potency, µM (highest dose often 57.5 µM), without a hit: top-dose activity, negative = inhibition, actives largely listed as inhibitors; 44,000 tested, under 10 active;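 also: plate controls were full GALK reaction for no effect and reaction lacking GALK for full effect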
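Luminescent ATP-depletion readout (Kinase-Glo Plus, 10 min) after 1 h RT reaction of 5 nM GALK, 35 uM ATP, 100 uM galactose, pH 8.0 HEPES buffer. Decreased kinase activity scored as inhibition.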
* marks the source's active call; other numbers are inactive results; u = inconclusive; x = no result given; [ ] = dose if it differs, or a comment. Calls follow the shape of the dose curve; as a rule, active = well fitted curve in the direction sought with a large enough effect; inconclusive = small, poorly fitted or top-dose-only effect, or another doubt; inactive = no such curve, though single readings can be large; an effect the other way counts as inactive or inconclusive.

The opening 2 compounds (preview)
SMILES | p53null 32C kill | PTAP-TSG101 blk | p53null 39C kill | FH mod | B2AR arrestin ag | NTMT1 inhibitor | GALK inh
Cc1ccc(C)c(N2CCN(C(=O)Nc3cn(CC(C)C)c(=O)c4ccccc34)CC2)c1 | 16% | 1% | -9% | -11% | 5% | -6% | 3%
COc1ccc(CNC(=O)CC2N=C3c4ccccc4N=C(SCC(=O)Nc4ccc(C(C)C)cc4)N3C2=O)cc1 (stereo unspecified) | 38%[activator] | 0% | 88%[activator] | 11% | -3% | 9% | -5%

The list itself, repeating the preview:
SMILES | p53null 32C kill | PTAP-TSG101 blk | p53null 39C kill | FH mod | B2AR arrestin ag | NTMT1 inhibitor | GALK inh
Cc1ccc(C)c(N2CCN(C(=O)Nc3cn(CC(C)C)c(=O)c4ccccc34)CC2)c1 | 16% | 1% | -9% | -11% | 5% | -6% | 3%
COc1ccc(CNC(=O)CC2N=C3c4ccccc4N=C(SCC(=O)Nc4ccc(C(C)C)cc4)N3C2=O)cc1 (stereo unspecified) | 38%[activator] | 0% | 88%[activator] | 11% | -3% | 9% | -5%
O=C(Cc1ccc(F)cc1)NC1CC(=O)N(c2ccccc2)C1 (stereo unspecified) | -6% | -4% | 8% | 9% | -4% | 6% | 1%
CCc1nc2cccnc2n1-c1ccc(CC(=O)Nc2c(C)cccc2C)cc1 | 7% | -1% | 9% | 0% | -1% | -6% | 3%
Cc1ccc(C2CC(=O)Nc3cc4c(cc32)OCCO4)cc1Br (stereo unspecified) | 29% | -7% | -5% | u | -1% | 0% | -10%
Cc1ccc(CCNC(=O)C2CCN(c3nnc(-n4cccc4CNc4ccc(C)cc4)s3)CC2)cc1 | 21% | 0% | 8% | -13% | -2% | 10% | 1%
Cc1ccc(N2CC(NC(=O)c3ccco3)CC2=O)cc1C (stereo unspecified) | 1% | -1% | 15% | 0% | -4% | -1% | 1%
COc1ccc(S(=O)(=O)N(CC(=O)NCc2ccc(C)cc2)c2ccc(Cl)cc2)cc1 | -9% | 1% | -27% | -13% | -2% | 4% | 2%
COc1cc(C(=O)NCC(c2cccnc2)N2CCc3ccccc32)cc(OC)c1OC (stereo unspecified) | 2% | 3% | -5% | -2% | 0% | -1% | 1%
Cc1cccc(Oc2nc3ccccn3c(=O)c2/C=C(\C#N)c2nc3ccccc3s2)c1C | -4% | 0% | 7% | u | -2% | 8% | 3%
CC(C)CC(=O)Nc1ccc(C(=O)OCc2cc(=O)n3nc(C(C)C)sc3n2)cc1 | -5% | -2% | -6% | -4% | 0% | 4% | 0%
COc1ccc(N(CC(=O)N2CCc3ccccc3C2)S(=O)(=O)c2ccccc2)cc1 | 18% | 7% | 11% | u | 0% | -7% | 1%
CCN(CC)c1ccc(C(=O)NCc2nc3cccnc3n2Cc2ccc(C)cc2)cc1 | 14% | 8% | 11% | -29% | 5% | 2% | 4%
COc1cccc(C(=O)Nc2cccc(-c3cn4ccsc4n3)c2)c1OC | -29% | -2% | 13µM* | -1% | 0% | 14% | 3%
Cc1cc(O)c(C(c2ccc(F)cc2)N2CCN(c3ccccc3)CC2)c(=O)n1Cc1ccco1 (stereo unspecified) | -3% | -1% | 12% | -6% | -1% | -4% | 1%
COc1ccc(-c2nc3ccccc3o2)cc1NC(=O)c1ccc(-c2cccc(Cl)c2C)o1 | -5% | 5% | -6% | 2% | 1% | -1% | 0%
CCN(CC)Cc1c(NC(=O)c2ccc(OC)cc2)sc2c1CCCC2 | -16% | 1% | u | 5% | 0% | -11% | 0%
CCCCOc1ccc(C(=O)NCCc2sc3nc(-c4ccc(OC)cc4)nn3c2C)cc1 | -14% | 0% | -20% | -10% | -4% | 11% | -1%
CCCCOc1ccc(NC(=O)CSc2ccc(C(=O)O)cn2)cc1 | -9% | 0% | -11% | -9% | 0% | 9% | 8%
CCCCc1nn2c(=O)cc(COC(=O)c3ccc(NC(=O)c4cccc(OC)c4)cc3)nc2s1 | -5% | 4% | -9% | -5% | 0% | 4% | 1%
N#Cc1c(C(F)(F)F)cc(-c2cccs2)nc1SCc1ccc(F)cc1 | 2% | -1% | -21% | -14% | 1% | 2% | 3%
Fc1ccc(C(NCCc2ccc(Cl)cc2)c2nnc(-c3ccccc3)o2)c(Cl)c1 (stereo unspecified) | 8% | -12% | 16% | u | 0% | 0% | 2%
Cc1ccc(NC(=O)c2c(C)oc3ccc(O)c(CN4CCN(Cc5ccccc5)CC4)c23)cc1 | 7% | 2% | 8% | x | 7% | x | 5%
CCC(Oc1ccccc1)C(=O)Nc1ccc(OCc2cc(=O)n3ccc(C)cc3n2)cc1 (stereo unspecified) | 0% | 0% | -21% | -29% | 0% | 16% | -6%
CCc1c(C)sc2c1CCN(Cc1ccc(C#N)cc1)C2c1ccccc1 (stereo unspecified) | -3% | 0% | -16% | -5% | 0% | u | -4%
CC(C)Cn1c(=O)c2ccccc2n2c(CCC(=O)NCc3ccc(Cl)cc3)nnc12 | -1% | 3% | 11% | -2% | 1% | 1% | -1%
CCc1ccc(-n2c(=O)c3c(C)c(C(=O)N(C)C)sc3n(Cc3cccc(C)c3)c2=O)cc1 | 5% | -3% | 9% | -2% | -2% | 17% | -3%
CCN(CC)c1ccc(NC(=O)CN2CCN(S(=O)(=O)c3ccc(C(C)C)cc3)CC2)cc1 | 5% | -1% | 25% | -17% | 0% | u | u
Cc1ccc(-n2nc3c(N4CCC(C(=O)N5CCCCC5)CC4)nnc(C)c3c2C)cc1 | 22% | -1% | -12% | -4% | 2% | 6% | 2%
COc1ccc(C(=O)N/C(=C\c2cn(S(=O)(=O)N(C)C)c3ccccc23)C(=O)NCCCn2ccnc2)cc1 | -6% | -10% | -24% | -21% | 0% | 4% | 3%
COc1ccc2c(c1)CCc1c(C(=O)Nc3ccc(F)c(Cl)c3)noc1-2 | 0% | 5% | -6% | x | 13% | x | 7%
COc1ccc(-n2nc(C(=O)N3CCN(c4ccccc4OC)CC3)c3c4ccccc4n(C)c3c2=O)cc1 | 1% | 0% | -11% | 18% | 0% | 9% | 0%
O=C(COc1ccccc1)Nc1nnc(S(=O)(=O)N2CCCCCC2)s1 | 4% | 1% | 4% | 0% | -1% | 12% | 0%
CCc1ccc(NC(=O)c2ccc(F)c(S(=O)(=O)NC3CCCCCC3)c2)cc1 | 64%[activator] | -10% | 0% | -15% | 2% | -1% | -5%
COc1ccccc1Nc1nn2c(=O)c3ccc(C(=O)NCCc4ccccc4)cc3nc2s1 | u | 2% | 6.3µM* | 8% | -1% | u | 0%
CCn1c(SC)nc2c([nH]c3ccccc32)c1=O | -1% | -1% | 0% | -18% | -2% | -7% | 2%
Cn1c2c(c(=O)n(C)c1=O)C(c1ccccc1C(F)(F)F)CC(=O)N2 (stereo unspecified) | 16% | -1% | u | 5% | 1% | 10% | 2%
Cc1ccc(CCNC(=O)CCS(=O)(=O)c2ccc3c(c2)oc(=O)n3C)cc1 | 0% | -1% | -21% | -24% | 1% | -2% | 0%
CCn1c(C(=O)N2CCCC(C(=O)N3CCN(c4cc(C)ccc4C)CC3)C2)cc2sccc21 (stereo unspecified) | 79%[activator] | -3% | 60%[activator] | -20% | 0% | 4% | 0%
N#Cc1ccccc1Cn1c(SCC(=O)NCc2ccccc2)nc2ccccc21 | 5% | 2% | 4% | -25% | -1% | -6% | -1%
COc1ccc(NC(=O)CSc2ccc3nc(-c4ccccc4)cn3n2)cc1OC | -6% | 2% | -20% | 8% | 0% | -4% | 1%
COc1ccc2c(c1)c1c(c(=O)n(Cc3ccccc3)c(=O)n1Cc1ccccc1Cl)n2C | -7% | 0% | 5% | 2% | 0% | -1% | -5%
O=C(/C=C/c1ccco1)Nc1ccc(F)cc1 | u | -3% | 23% | 6% | 7% | -25% | 3%
COc1ccc(-c2cc3nc(C4CCN(C(=O)OC(C)(C)C)CC4)c(C(=O)Nc4cc(C)cc(C)c4)cn3n2)cc1 | 3% | 3% | 0% | 5% | 0% | 15% | -11%
CC1=C(c2ccc(C)c(C)c2)S(=O)(=O)N=C1N1CCC(C(=O)NC(C)c2ccccc2)CC1 (stereo unspecified) | 6% | -1% | 19% | -8% | 0% | -6% | 0%
CN1C(=O)c2ccccc2Sc2ccc(NC(=O)Nc3ccccc3F)cc21 | 2% | -1% | 6% | 15% | 0% | 6% | 2%
O=C(CSc1nc2ccccc2nc1Cc1ccccc1)Nc1ccccc1C(F)(F)F | -5% | 1% | -7% | 1% | 1% | 9% | 0%
CCOCCCNC(=O)c1cc2c(=O)n(C)c3ccccc3c2n1C | 3% | -2% | -17% | u | 0% | -6% | -1%
COc1ccccc1NC(=O)c1nnn(-c2ccc(F)cc2)c1C | -16% | 1% | -21% | 2% | -2% | -2% | 0%
Cc1ccc(CNC(=O)c2c(O)nc3c(C)cccn3c2=O)cc1 | -11% | -3% | -27% | 0% | -1% | 11% | 1%
CCOc1ccc(S(=O)(=O)NCCc2csc(-c3ccc(Cl)cc3)n2)cc1 | 15% | 0% | 7% | u | 0% | u | -1%
COCCOC(=O)c1c(C)oc2c1cc(NS(=O)(=O)c1ccc(Cl)c(C)c1)c1ccccc12 | 7% | 1% | -9% | -27% | 0% | 4% | u
COc1ccccc1NC(=O)CSc1oc(-c2ccc(F)cc2)nc1S(=O)(=O)c1ccc(Br)cc1 | 4% | 0% | u | 8% | 1% | -4% | 2%
O=C(CSCn1nnc2c(=O)[nH]c(Cc3ccc(F)cc3)nc21)Nc1cccc(C(F)(F)F)c1 | -8% | -7% | -12% | -14% | 1% | -3% | 4%
Cc1cc(C)n(CCc2nc3c4ccccc4nc(SCc4ccc(F)cc4)n3n2)n1 | 10% | -1% | 13% | -2% | -3% | -14% | -2%
COc1ccc(CCNC(=O)C2CCN(c3ncnc4c3nc3n4CCCCC3)CC2)c(OC)c1 | -12% | 2% | -5% | -12% | 0% | 4% | 1%
CCc1ccc(CNC(=O)c2cc3ccccn3n2)cc1 | -7% | -8% | -14% | -12% | 0% | 5% | 3%
COC(=O)c1ccccc1NC(=O)Cn1cnc2sc(C)c(S(=O)(=O)N3CCC(C)CC3)c2c1=O | -4% | 0% | 22% | -10% | 1% | -3% | -1%
O=C1C(=O)N(C2CCN(S(=O)(=O)c3ccccc3)CC2)CCN1Cc1ccccc1 | -4% | -5% | -5% | x | 0% | x | 1%
CC(=O)Nc1cc(C(=O)NCc2ccc(F)cc2)ccc1S(=O)(=O)c1ccc(C)cc1 | -5% | -1% | 16% | 7% | 0% | 4% | 0%
Cc1ccc2c(=O)cc(C(=O)Nc3sc4c(c3C(=O)NCc3ccco3)CCC4)oc2c1 | 0% | -1% | -3% | -6% | -1% | 17% | 5%

Some of the compounds tested; rates above refer to the full screens.
